Source: PubChem BioAssay
TAG inh = inhibitors of triacylglycerol accumulation, primary screen, cell-based, uHTS, fluorescence, H9c2. H9c2 cells, Nile Red lipid (TAG) fluorescence; cells loaded with 200 µM oleic acid. inhibition, % at 12.5 µM. hit rate 0.66% among 230,000. AID 651582, 2012;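 active means pattern-corrected inhibition of lipid staining of at least 50% with the nuclear-stain viability signal not falling by more than 50%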;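 further: 0% = DMSO wells and 100% = triacsin C control wells; some results filed as inactive read as strong as hits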
TAG inh DAPI viability = further read-out of TAG inh, marked with its call; DAPI nuclei signal change (viability), lower = more cytotoxic, %;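 whole-well DAPI fluorescence read on a plate reader as a viability signal; minus 50 percent equals half of cells still viable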
Starred values were filed as active, the others as inactive. This is a subset (hit frequency here may not be typical).

SMILES | TAG inh | TAG inh DAPI viability
COc1cccc(/C=N/NC(=O)CNC(=O)COc2ccccc2)c1O | 51* | -15*
Cc1ccnc(NS(=O)(=O)c2ccc3ccccc3c2)n1 | 4 | -13
COc1cccc(NC(=O)COC(=O)CCOc2ccccc2OC)c1 | -5 | 7
Cc1ccc2c(c1)-c1[nH]c(=S)ncc1CS2 | 5 | 15
CC(C)c1ccc(C(=O)N2CCCCC2c2cc(C(=O)NCc3cccnc3)no2)cc1 (stereo not given) | 3 | 7
Cc1ccc(NC(=O)C(C)OC(=O)/C=C/c2ccccc2)cc1S(=O)(=O)N1CCOCC1 (stereo not given) | 3 | 1
C/C(=N\Nc1nccnc1Cl)c1c(F)c(F)c(F)c(F)c1F | -1 | -5
Cc1ccccc1C(=O)Oc1cccc(Nc2ncnc3ccccc23)c1 | 4 | 1
O=C(NC(=S)Nc1ccc([N+](=O)[O-])cc1O)C1CCCCC1 | 14 | -1
COCCNC(=O)C(c1cccs1)N(Cc1cccs1)C(=O)Cn1nnc2ccccc21 (stereo not given) | -32 | 15
CCOC(=O)CSc1nc2cccnc2n1-c1ccc(F)cc1 | 3 | 14
C=CCOc1cccc(C2C(C(=O)c3ccc(C)o3)=C(O)C(=O)N2c2nccs2)c1 (stereo not given) | 10 | -8
OCC1(Cc2ccccc2)CCN(CCCC2CCCC2)CC1 | 20 | -5
COCCNC(=O)c1ccc(CS(=O)(=O)c2c(Cl)cccc2Cl)o1 | 9 | -12
O=C1OC2(CCCCC2)OC(=O)C1=CNc1ccc2c(c1)OCO2 | 5 | -7
O=S(=O)(c1cccs1)N1CCN(S(=O)(=O)c2cccs2)CC1 | 10 | 3
CCN(CC)S(=O)(=O)c1ccc(N2CCOCC2)c(NC(=O)C2CC2)c1 | -4 | 0
COc1ccc(-c2ccc(C(=O)NCCc3ccccc3)c3occc23)c(C)c1 | 10 | -9
COc1ccc(CN2CCNC(=O)C2CC(=O)NCCc2cnccn2)cc1C (stereo not given) | -9 | 4
O=C(c1cccc2ccccc12)N1CCN(c2ccccc2F)CC1 | -18 | 12
O=C(CSc1nnc(SCC(=O)c2ccco2)s1)c1ccco1 | -44 | -2
O=C1NCCN1c1ccc(CN2CCN(C3CCCCC3)C(CCO)C2)cc1 (stereo not given) | 2 | 2
COc1cc(C(CC(=O)N2CCOCC2)c2c(OC)cc(OC)c3ccc(=O)oc23)cc(OC)c1OC (stereo not given) | -1 | 7
O=S(=O)(c1ccccc1)N1CCC(O)(CSc2ccccc2)CC1 | 2 | 2
Cc1c(/C=C/C(=O)c2cccs2)cnn1C | -2 | 4
COc1ccc(C(=O)NC(=S)Nc2cccc(S(=O)(=O)N3CCOCC3)c2)cc1 | 2 | -8
O=C(NCCC(=O)N1CCN(C(=O)c2ccco2)CC1)c1ccc(Br)cc1 | 8 | 1
CCCCn1c(N)c(N(CC(C)C)C(=O)c2ccc(C)o2)c(=O)[nH]c1=O | 11 | -6
C/C=C/COC(=O)c1[nH]c2c(c1C)C(=O)CC(c1ccco1)C2 (stereo not given) | 31 | -26
CC(=O)C[C@@H](O)CC(=O)[C@@H]1OC(=O)CCCCCc2ccccc21 | 4 | -5
CCc1ccc(C(=O)COC(=O)CNC(=O)c2ccco2)cc1 | 2 | 7
CCN(CC)CCSc1nc2ccc(OC)cc2[nH]1 | 5 | -3
CN1CCN(C(=O)c2ccc(-c3cccs3)s2)CC1 | 10 | 47
COc1ccc(CNC(=O)C2CSC(=O)C2)cc1 (stereo not given) | 6 | -3
CCCCCn1c(C)c2c(OCC)cccc(=O)c2c1C | -5 | 10
CNC(=O)C[C@H]1C(=O)N(CCc2ccccc2)C[C@@H]1C | 7 | 5
COC(=O)c1cc(COC(=O)CNC(=O)c2ccc(Br)cc2)oc1C | -17 | 8
C[C@H](CO)N1C[C@H](C)[C@@H](CN(C)S(=O)(=O)c2ccc(F)cc2)Oc2ccc(NC(=O)C3CC3)cc2C1=O | -2 | -3
O=C(CCl)N(c1ccccc1)C1CCCCC1 | 47 | -6
CC(C)(C)n1nnnc1C(c1ccc(Cl)cc1)N(Cc1cccnc1)Cc1ccco1 (stereo not given) | -27 | -7
COc1cccc(C(=O)NCC2CCCN(C(=O)c3ccc(C=O)cc3)C2)c1OC (stereo not given) | 13 | -1
COCC(=O)Nc1c(C(=O)Nc2ccc3c(c2)OCCO3)oc2ccccc12 | -5 | -8
CCN(CC)C(=O)N1CCC(NC(=O)Cc2ccccc2)CC1 | 23 | -4
Oc1ccc(NCc2cccc(OCc3ccccc3)c2)cc1 | -1 | 0
COc1ccc2c(c1)/C(=C\c1cccc(/C=C3/C(=O)Nc4ccc(OC)cc43)n1)C(=O)N2 | 96 | -82
O=C(Nc1ccccc1C(=O)N1CCOCC1)C1CC(=O)N(c2ccc(F)cc2)C1 (stereo not given) | -6 | -4
Cc1ccc(-c2ccc(=O)n(CC(=O)Nc3ccc4c(c3)OCCO4)n2)cc1 | -10 | 5
Cc1ccc(S(=O)(=O)N2CCN(CCC#N)CC2)cc1 | -12 | 6
Cc1ccc(C(=O)/C=C/c2ccc3c(c2)OCCO3)c(O)c1 | -10 | 7
Cc1[nH]nc2ncc(C(=O)c3cc(F)ccc3O)cc12 | -1 | 10
Cc1ccc(C(O)Cn2nc(C)cc2C)cc1 (stereo not given) | 1 | -1
COc1ccc(-n2cnnc2SCC(=O)Nc2cc(C(C)(C)C)nn2-c2ccccc2)cc1 | 3 | 4
C/C(Cn1cnc([N+](=O)[O-])n1)=N\NC(=O)c1ccccc1 | 5 | -4
O=C(NCc1ccco1)c1cccc2c1C(=O)c1ccc(/C=C/c3ccccc3)cc1S2(=O)=O | -14 | -3
O=C(Nc1ccc(Cl)cc1)NN1CC(=O)N(c2cccc(C(F)(F)F)c2)CC1=O | -8 | -2
O=C(NCCc1ccc(Cl)cc1)c1cccc(NC2=NC3CS(=O)(=O)CC3S2)c1 (stereo not given) | -12 | 7
COCCNC(=O)c1onc(CSc2ccccc2F)c1C(=O)O | -16 | -1
O=C(NC1=NCCS1)c1ccc(Cl)c(S(=O)(=O)N2CCCCCC2)c1 | 0 | 4
CCc1[nH]nc(C(=O)N2CCCC(N3CCN(c4ccccc4C)CC3)C2)c1C (stereo not given) | 10 | -1
CCOCCOCCC(C(=O)O)P(=O)(c1ccccc1)c1ccccc1 (stereo not given) | 1 | -6

Complete entries as entered above. Order of values: TAG inh | TAG inh DAPI viability
COC(=O)c1cc(COC(=O)CNC(=O)c2ccc(Br)cc2)oc1C in the list: -17 | 8
C/C=C/COC(=O)c1[nH]c2c(c1C)C(=O)CC(c1ccco1)C2 (stereo not given) in the list: 31 | -26
COCC(=O)Nc1c(C(=O)Nc2ccc3c(c2)OCCO3)oc2ccccc12 in the list: -5 | -8
O=C(NC(=S)Nc1ccc([N+](=O)[O-])cc1O)C1CCCCC1 in the list: 14 | -1
O=C1NCCN1c1ccc(CN2CCN(C3CCCCC3)C(CCO)C2)cc1 (stereo not given) in the list: 2 | 2

Following part:
SMILES | TAG inh | TAG inh DAPI viability
FC(F)(F)c1ccccc1NC(=S)Nc1cccc2cnccc12 | 4 | -2
OCC[C@H]1C[C@@H](O)[C@H](O)[C@@]2(CCCc3ccccc3O2)O1 | 22 | -5
COc1ccc(CC(=O)Nc2cc(C)ccn2)cc1OC | -49 | 4
CCCOC(=O)Nc1cccc(C(C)=O)c1 | 8 | 0
Cc1cccc(C(=O)NNC(=O)c2ccccc2C)c1 | -7 | 0
O=C(O)c1ccc(NC(=S)NC(=O)c2ccc(-c3ccc(Br)cc3)o2)cc1 | 2 | 2
Cc1cc(Nc2ccc([N+](=O)[O-])cc2)nc2ccccc12 | 3 | 3
CC(=O)OC[C@H]1O[C@@H](O[C@H]2C[C@]3(C)C(C[C@@H](O)C4C([C@]5(C)CC[C@@H](C(C)(C)O)O5)CC[C@]43C)[C@@]3(C)CC[C@H](O)C(C)(C)C23)[C@H](O[C@@H]2O[C@@H](C)[C@H](O)[C@@H](O)[C@H]2O)[C@@H](O)[C@@H]1O (stereo not given in full) | 2 | 2
CCOc1ccc(N2C(=O)CNC2=S)cc1 | -5 | -1
Cc1ccc(S(=O)(=O)N2CCCCC2C)cc1[N+](=O)[O-] (stereo not given) | -5 | -3
O=C(NCc1ccc2c(c1)OCO2)c1ccc(Cl)s1 | 11 | -3
COc1ccc(S(=O)(=O)Nc2cccc3c2O[C@H](CN(C)Cc2ccncc2)[C@@H](C)CN([C@H](C)CO)C3=O)cc1 | -10 | 2
O=C(N/N=C/c1ccccc1OC(=O)c1ccc2c(c1)OCO2)c1cccc(F)c1 | 7 | -4
CCN1N=C(c2cc(Cl)sc2Cl)CSC1=O | -1 | -2
CC(C)c1nn(-c2cc(C(F)(F)F)ccn2)c(=O)o1 | 1 | -2
COc1ccc(C(C(=O)NC2CCCCC2)N(Cc2ccco2)C(=O)CNC(=O)c2ccco2)cc1 (stereo not given) | 0 | -5
CCCOc1ccc2c(C)c(CC(=O)OC)c(=O)oc2c1 | 0 | 8
CCOC(=O)C1(C)CCCCN1C(=O)c1ccc(F)c(C)c1 (stereo not given) | -2 | -3
CCc1nnc(N/N=C/c2ccc(O)c(OC)c2)n1N | 0 | -1
C[C@H]1CCC[C@@]2(O[C@H](CCO)C[C@@H](O)[C@@H]2O)O1 | 13 | -31
CCn1c(SC(C)C)nnc1-c1cc(-c2ccccc2)sc1N | -63 | 10
O=C(c1ccc(=O)[nH]c1)N1CCN(S(=O)(=O)c2ccccc2)CC1 | 9 | 7
Cc1ccc(NC(=O)NCc2c(C)nn(C)c2C)cc1Cl | 0 | 4
O=C(NN=Cc1ccc([N+](=O)[O-])cc1)c1ccncc1 | 12 | 10
NNC(=O)c1sc(-c2ccccc2)cc1N | -1 | 2
Cc1cccc(NC(=O)C[n+]2ccccc2)c1 | -8 | -6
CC(C)(C)C(=O)COC(=O)c1ccc(O)cc1 | 13 | 0
Cc1nc2ccc(NC(=O)Cc3cccc(F)c3)cc2s1 | 1 | 3
Cn1nccc1NC(=O)c1nccnc1C(=O)O | 6 | -8
COc1ccccc1N(CC(=O)NCCSCc1ccc(C)cc1)S(=O)(=O)c1ccccc1 | 0 | -2
CC(=O)Oc1ccc(C(=O)O)c(OC(C)=O)c1 | -11 | -8
CC[n+]1c(/C=C/c2ccc(OC)c(OC)c2)ccc2ccccc21 | -4 | -3
Cn1nc(C(C)(C)C)cc1C(=O)N1CCCCC1c1cc(C(=O)NCc2cccnc2)no1 (stereo not given) | -1 | 3
CC(=O)Nc1ccc2c(c1)C(=O)c1ccccc1C2=O | 12 | 0
O=C(C[n+]1cc(-c2ccc(Cl)c(Cl)c2)n2c1CCC2)N1c2ccccc2Sc2ccccc21 | -14 | 43
COC(=O)c1c(NC(=O)COC(=O)c2ccc(O)cc2)sc2c1CCCCC2 | -3 | -1
NC(=O)c1nn(CC(=O)Nc2cccc(S(=O)(=O)N3CCCC3)c2)c(=O)c2ccccc12 | -7 | 0
O=C(COC(=O)c1cc(S(=O)(=O)N2CCCCC2)ccc1N1CCOCC1)c1ccc(Cl)cc1 | 4 | 2
CN(C)c1ccc(/C=N/NC(=O)c2ccc(-n3cnnn3)cc2)cc1 | -15 | -1
CCOC(=O)C1=C(C)N(C)C(=O)C1CC(=O)O (stereo not given) | -7 | 2
CCOC(=O)C1(Cc2ccccc2C(F)(F)F)CCN(C2CCCC2)CC1 | 1 | 11
CC(=N/O)/C(C)=N\NC(=O)c1ccccn1 | 5 | -3
COc1ccc(/C=C(\NC(=O)c2ccc(Cl)cc2)C(=O)NCc2cccnc2)cc1OC | 14 | -11
Cc1ccc(C2=NN(C(=O)CSc3nnnn3C)C(c3ccco3)C2)cc1 (stereo not given) | 19 | -4
COCCNc1ccc(-c2nn(C)c(=O)c3ccccc23)cc1[N+](=O)[O-] | -7 | 7
CSc1ccc(CNCCN2CCOCC2)cc1 | 0 | -3
C=CCN(CC=C)C(=O)CN1C(=O)c2ccccc2C1=O | 14 | -24
CN(C)S(=O)(=O)c1cc(NC(=O)CN2CCN(c3ccc(O)cc3)CC2)ccc1Cl | -1 | -2
COc1ccccc1NC(=O)C(C)Sc1nc(-c2ccccc2)cn1N (stereo not given) | -11 | 0
OCC1(CCOc2ccccc2)CCN(Cc2ccc(OC(F)F)cc2)CC1 | 0 | 8
COc1ccc(/C=C/C(=O)NCC(c2ccc(F)cc2)N2CCOCC2)cc1OC (stereo not given) | 4 | 0
c1ccc(-n2cc(CN3CCCC3)c(-c3ccc4c(c3)OCO4)n2)cc1 | -22 | 30
c1ccc(CSc2nnnn2-c2cccc3ccccc23)nc1 | -6 | 8
O=C(NNC(=O)C12CC3CC(CC(Br)(C3)C1)C2)c1ccccc1F | -25 | 3
COc1ccc(/C=N/NC(=O)c2cccs2)c2ccccc12 | 22 | -4
COCCCN1C(=O)C(CC(=O)NCCc2ccccn2)CC(C(=O)N2CCOCC2)=C1C (stereo not given) | -1 | 0
CC(C)NC(=O)N(C)C[C@@H]1OCc2cnnn2CCCC(=O)N([C@H](C)CO)C[C@H]1C | 7 | -4
O=C(NC1CCCCCC1)C1CCCN(S(=O)(=O)c2cnc[nH]2)C1 (stereo not given) | -2 | -3
CC1(C(=O)NS(=O)(=O)c2ccc(C#N)cc2)CCN1C(=O)CC1CCCCC1 (stereo not given) | -5 | 4
C[C@@H]1CN(C2CCN(Cc3nc(CC4CC4)no3)CC2)C[C@H](C)O1 | -11 | 0

Molecules shown so far with bromine:
SMILES | TAG inh | TAG inh DAPI viability
O=C(NCCC(=O)N1CCN(C(=O)c2ccco2)CC1)c1ccc(Br)cc1 | 8 | 1
COC(=O)c1cc(COC(=O)CNC(=O)c2ccc(Br)cc2)oc1C | -17 | 8
O=C(O)c1ccc(NC(=S)NC(=O)c2ccc(-c3ccc(Br)cc3)o2)cc1 | 2 | 2
O=C(NNC(=O)C12CC3CC(CC(Br)(C3)C1)C2)c1ccccc1F | -25 | 3
